K1F lysis inhibition = inhibition of K1F phage lysis, E. coli UTI89, bacterial capsule biogenesis inhibitors, alamar blue (AID 488966). inhibition, % at 100 µM, or IC50 in µM where a hit was titrated. 0.02% of 340,000 active. E. coli UTI89 K1F phage lysis, alamar blue, 2 h; higher % means a stronger effect;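 active = phage lysis inhibition, versus mean bacterial control, above a set limit; inconclusive = no clear call, values can overlap the other calls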;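 note: capsule biogenesis inhibitors block K1F phage lysis so surviving cells raise fluorescence; higher fluorescence means more inhibition of phage lysis; actives were called in the ten point dose series up to 300 µM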
Large T inhibition = SV40 large T antigen inhibitors, biochemical (AID 1903) | 0.39% of 310,000 active | SV40 large T antigen ATPase/helicase inhibition assay; higher % means a stronger effect | inhibition, % at 20 µM; hits with a dose series show IC50 in µM; in the data active = a potency from the dose series; inconclusive = inhibition mostly from about 32% at the one dose, without a potency; inactive = the rest, 99 in 100 with inhibition below about 32%; note: strong numbers were not always called active
NTR1 agonist = agonists of NTR1, primary screen, imaging, U2OS cells, beta-arrestin-GFP, high content (AID 493036); 0.17% of 330,000 active; NTR1-U2OS beta-arrestin-GFP spot imaging, agonist mode; activation, % at 20 µM;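 active = activation at or above 40% of the spot to cytoplasm intensity ratio, with at least 20 cells analyzed; inconclusive = wells under 20 cells, flagged as cytotoxic or low count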;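 note: 0% = DMSO without peptide and 100% = 100 nM NTR1 peptide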
Target sequence (P30989 whole entry, looked up): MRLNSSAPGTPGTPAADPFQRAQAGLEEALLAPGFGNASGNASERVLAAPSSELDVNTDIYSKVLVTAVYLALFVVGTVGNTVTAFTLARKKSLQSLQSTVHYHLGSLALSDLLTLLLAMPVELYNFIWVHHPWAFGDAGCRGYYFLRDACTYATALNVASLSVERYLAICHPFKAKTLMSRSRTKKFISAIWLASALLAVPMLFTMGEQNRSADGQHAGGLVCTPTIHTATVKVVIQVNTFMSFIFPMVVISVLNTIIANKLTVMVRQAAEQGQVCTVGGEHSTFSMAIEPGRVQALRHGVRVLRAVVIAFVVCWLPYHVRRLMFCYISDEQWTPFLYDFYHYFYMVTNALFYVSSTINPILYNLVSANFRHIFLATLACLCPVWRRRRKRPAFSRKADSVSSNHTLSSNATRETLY
MgcRacGAP inhibition = MgcRacGAP GTPase-activating activity inhibitors, confirmation, biochemical, ADP Hunter fluorescence; AID 624330, 2012; Rac GTPase-activating protein 1 (Homo sapiens); inhibition, % at 30 µM, or IC50 in µM where a hit was titrated; 0.6% of 340,000 active; MgcRacGAP-stimulated Rac1 GTP hydrolysis, ADP Hunter fluorescence; higher % means a stronger effect; GST-tagged Rac1 F28L mutant substrate;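 active = first-screen hits whose inhibition reached a set limit at any dose in the follow-up dose series; inconclusive = inhibition above the set first-screen limit but never retested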;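 note: fluorescence reports GDP produced by GAP-driven GTP hydrolysis; strong numbers were not always called active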
PhoP inhibition = inhibitors of PhoP regulon expression, primary screen, Salmonella Typhimurium, GFP reporter (AID 1863) | S. Typhimurium PhoP-regulated promoter GFP reporter, 4 h; higher % means a stronger effect | 0.16% of 300,000 active | inhibition, % at 50 µM; hits with a dose series show IC50 in µM;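 active = inhibition over 29.93%, a cutoff 3 SD above the screen mean, later confirmed by dose response; inconclusive = inhibition over 29.93% but no dose response follow-up; inactive = inhibition at most 29.93% or unconfirmed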;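 note: 0% = low Mg2+ inducing control and 100% = high Mg2+ repressing control; strong numbers were not always called active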
T cell HTS = modulators of CD8 T cell-vesicle binding, primary screen, mouse 2C CD8+ T cells, flow cytometry; calls only at 7 µM; 2C CD8+ T cell-vesicle binding; active compounds read low; 0.068% of 330,000 active;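 active = response, share of CD8 T cells binding vesicles, and their 90th percentile fluorescence all below set limits, cut at about 80% in these data, passing the limit was not always enough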
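Assay system: 2C TCR transgenic mouse naive CD8+ T cells, MACS-purified | Read-out: CD8+ gate FL2 mean fluorescence as % of same-row positive control | Signal: High-throughput flow cytometry with anti-B7-1 and anti-CD8 staining | Timing: Binding step 1.5 h, 37 °C, antibody labelling 20 min, ice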
NS5 inhibitors = Dengue-2 NS5 methyltransferase inhibitors, primary screen, biochemical, confirmation dose response (AID 588689) | Genome polyprotein (Dengue virus type 2 (strain 16681-PDK53)) | Dengue-2 NS5 methyltransferase capping enzyme assay, biochemical; higher % means a stronger effect | inhibition, % at 25 µM, or IC50 in µM where a hit was titrated | 0.3% of 340,000 active; in the data active = a potency from the dose series; inconclusive = inhibition above about 29% without an active follow-up result
West Nile virus CPE = West Nile virus antiviral activity, cell-based, CPE readout (AID 1621); West Nile virus-infected cells, CPE inhibition; higher % means a stronger effect; CPE inhibition, % at 10 µM, or IC50 in µM where a hit was titrated; 0.02% of 290,000 active; in the data active = a potency from the dose series; inconclusive = CPE inhibition mostly from about 3.7% at the one dose, without a potency; inactive = the rest, 99 in 100 with CPE inhibition below about 2.2%; note: strong numbers were not always called active
RSV CPE inhibition = RSV antiviral activity via CPE protection, HEp-2 cells, primary 10 µM value included (AID 2391). HEp-2 cells, RSV-induced CPE inhibition; higher % means a stronger effect. 0.13% of 310,000 active. CPE inhibition, % at 10 µM, or IC50 in µM where a hit was titrated; in the data active = a potency from the dose series; inconclusive = CPE inhibition mostly from about 23% at the one dose, without a potency; inactive = the rest, 99 in 100 with CPE inhibition below about 21%; note: strong numbers were not always called active
T cell HTS vesicle-bound % = recorded beside T cell HTS, whose call it bears; double positive events, %; measured here: CD8+ vesicle-bound cell fraction;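 binding gate set so that unloaded-vesicle control wells show 10% double positive cells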
NTR1 agonist cell count 20 µM = further read-out of NTR1 agonist, marked with its call; cell count; measured here: cell count, cytotoxicity flag
NS5 inhibitors pilot replicate = second read-out of NS5 inhibitors, no call of its own (marks repeat the call); inhibition, %; measured here: pilot screen replicate inhibition
The depositor's hits bear a star; i = inactive; ? = inconclusive; / = not tested or not shown; [ ] = remark or other dose.

SMILES | K1F lysis inhibition | Large T inhibition | NTR1 agonist | NTR1 agonist cell count 20 µM | MgcRacGAP inhibition | PhoP inhibition | T cell HTS | T cell HTS vesicle-bound % | NS5 inhibitors | West Nile virus CPE | RSV CPE inhibition | others
CC(=O)c1ccc(OC(=O)N(c2ccccc2)c2ccccc2)cc1 | 0.1% | 4% | 1.0 | 67 | 4% | 7% | i | 43 | 4% | -0.2% | 2.3%
CCOC(=O)N1CCC(NC(=O)c2ccc3c(c2)N(Cc2ccc(F)cc2)CCS3)CC1 | 7.0% | -3% | 0.0 | 55 | 11% | 9% | i | 52 | 3% | -0.2% | 5.4%
CCn1c(SCC(=O)N2CCCc3ccccc32)nc2cccnc21 | -3.3% | 17% | 2.1 | 99 | 4% | 9% | i | 38 | 1% | -0.6% | 1.7%
Cc1sc2ncnc(NCC3(N4CCOCC4)CCCCC3)c2c1C | 0.2% | 4% | 5.8 | 64 | 6% | -2% | i | 50 | / | -0.2% | -1.0%
Cc1ccc(C23CC4CC(CC(C(=O)N(C)C)(C4)C2)C3)cc1 | -0.1% | 8% | 4.3 | 82 | 14% | 11% | i | 55 | -5% | -1.3% | 4.8%
O=C(c1ccccc1)N(CCO)Cc1cc2cc3c(cc2[nH]c1=O)OCCO3 | -0.9% | 5% | -0.6 | 35 | 9% | 0% | i | 61 | 0% | -0.1% | -0.6%
CC1CCCC(NC(=O)CN2CCN(Cc3ccc(Cl)cc3)C2=O)C1C (stereo not given) | 0.3% | 16% | 1.3 | 62 | 4% | -5% | i | 49 | 6% | -0.5% | 4.6%
O=C(/C(=C/c1ccccc1Cl)c1ccccc1)N1CCOCC1 | 2.6% | 3% | -0.1 | 59 | 4% | -1% | i | 31 | 7% | -0.6% | 0.6%
CCOC(=O)c1cc2cc([N+](=O)[O-])cc(OC)c2oc1=O | 0.2% | 7% | -0.3 | 90 | 13% | 3% | i | 66 | -1% | 0.5% | 1.5%
COc1cccc(C(=O)NCC(=O)OC(C)C(=O)NC23CC4CC(CC(C4)C2)C3)c1 (stereo not given) | -2.9% | / | 0.9 | 62 | 4% | / | i | 41 | -1% | / | /
CC1CCN(S(=O)(=O)c2ccc3c(c2)CCN3C(=O)C2CCC2)CC1 | 0.1% | 10% | 1.7 | 45 | -9% | 1% | i | 45 | -6% | -1.1% | 1.8%
CCOc1ccccc1N(CC(=O)N1CCC(C)CC1)S(=O)(=O)c1ccc(C)cc1 | 0.7%[50 µM] | 4% | 0.4 | 62 | 11% | 0% | i | 9 | 3% | -1.7% | 1.1%
C=C(C)CNC(=O)c1ccc(OC2CCN(C(=O)COC)CC2)cc1 | 0.2% | 5% | / | / | 5% | 4% | i | 65 | -14% | 0.3% | 0.5%
Cc1c(CCC(=O)NCCCCCC(=O)O)c(=O)oc2c(C)c3oc4c(c3cc12)CCCC4 | -2.4%[50 µM] | 7% | -0.1 | 56 | 24% | -9% | i | 30 | 1% | 0.1% | 3.9%
Cc1cccc2cccnc12 | 2.9% | / | -2.4 | 52 | 6% | / | i | 32 | -3% | / | 0.2%
COc1ccccc1NC(=O)Cn1c(CCC(=O)O)ccc1-c1ccccc1 | -0.3% | 24% | 0.4 | 50 | -2% | -1% | i | 64 | 1% | 0.6% | -1.7%
CCCC(=O)NC(c1ccccc1)c1ccc2cccnc2c1O (stereo not given) | 2.2% | 11% | 4.0 | 56 | 7% | 33% | i | 65 | 0% | ? | 0.8%
CCC1CCCCN1S(=O)(=O)c1ccc(NC(=O)c2cccnc2)cc1 (stereo not given) | -0.7%[50 µM] | 16% | 0.2 | 60 | 0% | -3% | i | 58 | -6% | -0.5% | 13%
Cc1ccc(C(=O)N/C(=C\c2ccccc2)C(=O)NCc2cccnc2)cc1 | 0.3% | 4% | -0.6 | 48 | 8% | -1% | i | 53 | 1% | -1.2% | -0.6%
CCNC(=O)N1CCC(n2nccc2NC(=O)CCCc2ccccc2)CC1 | 1.4%[50 µM] | 18% | 0.1 | 61 | 7% | -3% | i | 25 | 0% | 0.1% | 0.7%
COc1ccc2cc3cc(C(=O)N4CCN(c5ccccn5)CC4)oc3nc2c1 | 0.2% | 14% | 8.7 | 75 | 6% | 0% | i | 17 | 2% | 0.3% | 16%
O=C(NCc1ccc2c(c1)OCO2)C1CCCN1S(=O)(=O)c1ccc(F)cc1 (stereo not given) | 1.3% | 16% | -0.6 | 35 | 5% | -2% | i | 39 | -7% | 0.5% | -1.6%
CC1(c2nnc(-c3ccc(F)cc3)o2)CC(c2cccnc2)=NO1 (stereo not given) | 0.2% | 8% | -1.2 | 79 | 1% | / | i | 33 | -20% | 0.2% | 0.7%
COCc1nnc(NC(=O)c2ccc(S(=O)(=O)N(C)Cc3ccccc3)cc2)o1 | -0.4% | -4% | 1.1 | 54 | 4% | -1% | i | 36 | -10% | 0.5% | 1.1%
Cc1ccc(C(=O)NCC(=O)OCC(=O)NC2CCCC(C)C2C)s1 (stereo not given) | 0.1% | 5% | 0.9 | 67 | 6% | -12% | i | 46 | -4% | 0.1% | -0.9%
O=C(Nc1ccc(C(=O)Nc2ccccc2Cl)cc1)c1cccnc1 | 0.1% | 13% | -0.8 | 66 | 2% | -3% | i | 23 | -5% | -0.2% | 0.3%
CN(C(=O)COC(=O)c1ccc2c(c1)OCO2)C1CCCCC1 | 2.5% | / | 0.5 | 53 | -4% | / | i | 43 | -3% | / | /
CCN(CC(=O)Nc1c(F)cccc1F)C(=O)/C=C/c1ccc(Br)s1 | 0.8%[50 µM] | 19% | -1.0 | 69 | 4% | -7% | i | 36 | -5% | / | 0.2%
CCOC(=O)N1CCC(Nc2nc(OC)nc(OC)n2)CC1 | 0.1% | 15% | -3.2 | 90 | -4% | 2% | i | 33 | -9% | -0.1% | -0.5%
Cn1cc(CN2CCC(C(=O)Nc3cccc(-c4cscn4)c3)CC2)cn1 | -0.3%[50 µM] | 2% | 0.6 | 48 | 7% | 3% | i | 5 | -5% | -0.8% | -0.1%
CCN(CC(=O)Nc1ccccc1C(F)(F)F)C(=O)c1cc(-c2ccccc2)nn1-c1ccccc1 | 0.5%[50 µM] | 5% | 5.4 | 78 | 9% | -6% | i | 43 | -12% | / | 1.3%
O=C(Nc1cc(C(F)(F)F)ccc1N1CCOCC1)c1cccnc1Cl | 0.6% | -3% | 2.4 | 47 | 11% | 1% | i | 19 | -9% | 1.1% | 0.0%
O=C(NCC1CC1)c1ccc(Nc2nc3ccc(Br)cc3[nH]2)cc1 | -1.4% | 14% | -2.2 | 74 | -8% | -4% | i | 55 | -6% | -0.1% | 29%
COc1ccc(CNS(=O)(=O)c2cc3c(cc2C)N(C)CCO3)cc1 | 0.0% | 5% | -0.3 | 64 | 6% | / | i | 24 | -6% | -0.1% | 2.5%
COc1ccccc1/C=N/NC(=O)c1nnn(-c2nonc2N)c1CSC1=NCCS1 | 0.3% | 16% | 0.3 | 37 | 0% | 1% | i | 36 | -5% | 1.3% | 1.8%
O=C(COC(=O)c1ccc(O)cc1)Nc1cccc(S(=O)(=O)N2CCCCC2)c1 | -0.1% | 6% | 2.8 | 62 | 6% | -6% | i | 56 | -6% | 0.3% | 0.0%
COc1cccc(NC(=O)c2nn(C)c(C(=O)Nc3cccc(OC)c3)c2[N+](=O)[O-])c1 | 0.3% | 7% | -0.8 | 62 | 14% | 3% | i | 54 | -7% | 0.2% | 1.5% | NS5 inhibitors pilot replicate=6.1
Cc1ccccc1OCC(=O)Nc1ccccc1NC(=O)c1ccco1 | 0.1% | 2% | -1.9 | 53 | 5% | 2% | i | 38 | 1% | 0.7% | 1.0%
O=C(CNC(=O)c1ccccc1Cl)N/N=C/C=C/c1ccccc1 | 0.4% | -7% | 1.2 | 89 | 7% | -9% | i | 61 | -10% | -0.4% | 0.0%
CC(=O)N1C(=O)NC2=C(C(=O)CCC2)C1c1cccc([N+](=O)[O-])c1 (stereo not given) | 0.3% | 3% | -0.5 | 63 | 6% | -4% | i | 50 | 6% | 0.1% | 1.2%
COc1ccc2c(c1)CC/C(=C\c1ccc(OC)c(Cn3nc(C)cc3C)c1)C2=O | 0.8% | 10% | 7.0 | 77 | 1% | -4% | i | 25 | -1% | 2.2% | 4.6%
COc1ccc(C#Cc2ccc3c(c2)c(=O)c2ccccc2n3C)cc1 | 1.0% | 4% | -1.8 | 52 | 8% | -13% | i | 17 | 5% | -0.4% | 4.4%
Cc1ccccc1OCC(=O)N(Cc1ccco1)c1c(N)n(Cc2ccccc2)c(=O)[nH]c1=O | 0.0%[50 µM] | / | 1.6 | 59 | 9% | / | i | 37 | -8% | / | 0.8%

5 records picked at random from the list so far, as already listed:
SMILES | K1F lysis inhibition | Large T inhibition | NTR1 agonist | NTR1 agonist cell count 20 µM | MgcRacGAP inhibition | PhoP inhibition | T cell HTS | T cell HTS vesicle-bound % | NS5 inhibitors | West Nile virus CPE | RSV CPE inhibition | others
Cc1ccccc1OCC(=O)N(Cc1ccco1)c1c(N)n(Cc2ccccc2)c(=O)[nH]c1=O | 0.0%[50 µM] | / | 1.6 | 59 | 9% | / | i | 37 | -8% | / | 0.8%
O=C(Nc1cc(C(F)(F)F)ccc1N1CCOCC1)c1cccnc1Cl | 0.6% | -3% | 2.4 | 47 | 11% | 1% | i | 19 | -9% | 1.1% | 0.0%
Cc1ccccc1OCC(=O)Nc1ccccc1NC(=O)c1ccco1 | 0.1% | 2% | -1.9 | 53 | 5% | 2% | i | 38 | 1% | 0.7% | 1.0%
COc1ccc(CNS(=O)(=O)c2cc3c(cc2C)N(C)CCO3)cc1 | 0.0% | 5% | -0.3 | 64 | 6% | / | i | 24 | -6% | -0.1% | 2.5%
CC(=O)N1C(=O)NC2=C(C(=O)CCC2)C1c1cccc([N+](=O)[O-])c1 (stereo not given) | 0.3% | 3% | -0.5 | 63 | 6% | -4% | i | 50 | 6% | 0.1% | 1.2%
